# NR2E3 ag-1: NR2E3 agonists in two-hybrid cells, primary screen, cell-based, luminescence, CHO-S, Gal4-NCOR/VP16-NR2E3. Photoreceptor-specific nuclear receptor (Homo sapiens), Q9Y5X4. luciferase. inhibition of corepressor binding, % at 3.98 µM. 360,000 compounds, 0.35% hits. AID 602229, 2012;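 active means inhibition above the mean of all tested compounds plus 3 SD, cut at about 70% in these data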;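 further: 0% = DMSO with NR2E3 transfected cells and 100% = cells lacking NR2E3 construct; higher means lower luciferase signal from less NR2E3 corepressor binding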
# Target sequence (Q9Y5X4 whole entry, looked up, the tested form may be a part): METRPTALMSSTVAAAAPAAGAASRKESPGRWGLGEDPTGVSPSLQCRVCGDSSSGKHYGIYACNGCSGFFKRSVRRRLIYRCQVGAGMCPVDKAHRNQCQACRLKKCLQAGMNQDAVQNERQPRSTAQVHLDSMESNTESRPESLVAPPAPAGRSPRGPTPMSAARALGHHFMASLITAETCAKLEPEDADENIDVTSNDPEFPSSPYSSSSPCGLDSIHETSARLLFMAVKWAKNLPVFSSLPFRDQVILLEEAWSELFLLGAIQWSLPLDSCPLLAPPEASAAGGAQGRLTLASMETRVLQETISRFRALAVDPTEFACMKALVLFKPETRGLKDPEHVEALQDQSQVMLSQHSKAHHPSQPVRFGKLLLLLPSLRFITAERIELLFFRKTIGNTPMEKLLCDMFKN
# HIF-2a inh: HIF-2a reporter inhibitors, primary screen, luminescence, 786-0 RCC cells; 786-0 RCC cells HIF-2a reporter, luciferase luminescence, overnight; inhibition, % at 18.8 µM; 360,000 compounds, 0.72% hits;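 active means inhibition of the luminescence signal of 40% or more relative to plate controls, in a single-dose primary screen at 18.75 µM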
# PDI turbidity: inhibitors of human PDI, primary screen, biochemical, turbidity, single point, plate reader; Protein disulfide-isomerase (Homo sapiens), P07237; 350,000 compounds, 0.052% hits; inhibition, % at 10 µM; PDI insulin aggregation turbidity, A650, 90 min;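 active means mean inhibition across replicates of 30% or more, whatever share of single replicates reach that level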;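 further: absorbance from insulin aggregation driven by PDI reduction with DTT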
# Target sequence (P07237 whole entry, looked up): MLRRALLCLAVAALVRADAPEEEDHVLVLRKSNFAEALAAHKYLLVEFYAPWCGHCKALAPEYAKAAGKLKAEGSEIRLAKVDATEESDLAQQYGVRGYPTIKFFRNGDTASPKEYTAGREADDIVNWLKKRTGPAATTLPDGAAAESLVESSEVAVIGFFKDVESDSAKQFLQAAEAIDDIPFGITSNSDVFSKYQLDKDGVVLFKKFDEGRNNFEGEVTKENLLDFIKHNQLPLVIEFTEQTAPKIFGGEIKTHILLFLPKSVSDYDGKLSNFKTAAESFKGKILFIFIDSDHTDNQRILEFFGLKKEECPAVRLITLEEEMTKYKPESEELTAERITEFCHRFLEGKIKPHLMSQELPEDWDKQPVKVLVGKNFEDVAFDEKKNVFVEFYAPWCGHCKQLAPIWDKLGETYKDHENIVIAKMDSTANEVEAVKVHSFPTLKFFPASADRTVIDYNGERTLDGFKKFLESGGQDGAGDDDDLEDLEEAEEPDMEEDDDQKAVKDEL
# Shn3 inh set2: reduction of Shn3 3'UTR firefly luciferase signal, primary screen, Schnurri-3 inhibitor project, cell-based, Clone20 osteoblasts, set 2 | Clone20 osteoblast Shn3 3'UTR firefly luciferase, 24 h | inhibition, % at 12.5 µM | 360,000 compounds, 0.52% hits | AID 588674, 2011;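 active means mean inhibition of at least 75% with every replicate also reaching 75%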;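 further: 0% = median of neutral control wells and 100% = pilot-screen positive control compound; some compounds past the cut are filed as inactive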
# CaV13 FRET inh: Disruptors of the CACNA1D IQ motif to Ca2+-dependent inactivation inhibitor domain association, primary screening, Förster resonance energy transfer in intact living … | inhibition, % at 12.3 µM | HEK cells, CFP/YFP FRET ICDI-IQ, plate reader, 10 min; percent FRET-ratio fall versus neutral wells | AID 743397 | 340,000 compounds, 0.098% hits;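 active means mean replicate inhibition of at least 30% and at least 1% of replicates passing that level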;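 further: 0% = median of the neutral control wells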
# Vif imaging: HIV Vif self-association inhibitors, primary screen, imaging, HEK293T, single point | inhibition, % at 7.49 µM | HEK293T cells, Vif self-association by quenched fluorescence, 24 h | 340,000 compounds, 0.35% hits | AID 602346, 2012; in the data active means inhibition above about 50%, passing the limit was not always enough; further: some results filed as inactive read as strong as hits
# CF NFkB inh: inhibitors of PAF-induced NF-kB signaling, primary screen, cell-based, GFP fluorescence, uHTS; KKLEB NF-kB-GFP reporter, GFP fluorescence overnight; 360,000 compounds, 0.86% hits; inhibition, % at 5 µM;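 active means at least 50% inhibition at 5 µM, scaled per plate between neutral and stimulator controls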;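 further: PAF is a Pseudomonas aeruginosa culture filtrate used as stimulus; plate controls were PAF-stimulated DMSO wells for no effect and unstimulated DMSO wells for full effect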
# Peg3 promoter: Peg3 promoter-driven luciferase inhibitors, primary screen, cell-based, HeLa, luciferase luminescence; HeLa PEG-Prom luciferase reporter, overnight; inhibition, % at 20 µM; 360,000 compounds, 1.7% hits;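 active means inhibition of at least 50% at 20 µM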
# MITF TRPM1 inh: inhibitors of MITF-dependent TRPM1 promoter reporter, primary screen, cell-based, SK-MEL-5, single point, luciferase. 330,000 compounds, 0.83% hits. SK-MEL-5 TRPM1 promoter luciferase, 24 h. AID 488899, 2010. inhibition, % at 12.5 µM;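 active means mean inhibition across replicates of 60% or more, whatever share of single replicates reaches that level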; further: values of inactives mirror those of a sister screen read the other way
# NR2E3 ag-2: inhibitors of NR2E3-RetCOR corepressor binding, primary screen, NR2E3 agonist project, biochemical, TR-FRET, GST-NR2E3, biotin-RetCOR | Photoreceptor-specific nuclear receptor (Homo sapiens), Q9Y5X4 | AID 2300, 2010 | inhibition of corepressor binding, % at 4.78 µM | 320,000 compounds, 0.12% hits | 1536-well;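 active means percent inhibition above the cutoff of mean plus 3 SD of all tested compounds, set per screening campaign, cut at about 20% in these data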;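 further: 0% = DMSO wells and 100% = biotin wells as full block of FRET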
#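 Material: NR2E3–RetCOR corepressor complex / Incubation: Compound–protein incubation for 5 h at 4 °C / Dosing: compound at 4.8 µM, single dose / Detection: time-resolved FRET / Benchmarks: high control biotin, low control 0.6% DMSO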
# KKLEB tox: cytotoxicity in KKLEB CF airway cells, primary screen, cytotoxicity control for CF NF-kB inhibitor project, cell-based, uHTS, fluorescence assay plates; KKLEB CF airway cells viability, ATPlite luminescence, overnight; stronger effect = lower value; cells stimulated with P. aeruginosa culture filtrate; activity change (cytotoxicity), % at 5 µM; 360,000 compounds, 0.36% hits;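 active means corrected activity change at or below -50% at 5 µM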
# Numbers without * were called inactive; · = not tested or not shown; & = joins results of further samples.
SMILES,NR2E3 ag-1,HIF-2a inh,PDI turbidity,Shn3 inh set2,CaV13 FRET inh,Vif imaging,CF NFkB inh,Peg3 promoter,MITF TRPM1 inh,NR2E3 ag-2,KKLEB tox
COc1ccc(C2c3[nH]c4ccccc4c3C[C@H]3C(=O)N(c4ccccc4C(=O)NCCN4CCOCC4)C(=O)N23)cc1 (some centres not stated),-17,18,·,8,·,0,10,24,4,1,-1
O=C(O)c1[nH]nc2c1COc1ccccc1-2,-6,7,0,-4,-7,-1,-6,-6,4,1,5
C=CS(=O)(=O)N(Cc1ccccc1)[C@H](CO)CC(C)C,19,16,-4,1,-11,43,-14,5,7,·,-1
Cc1ccc(S(=O)(=O)N(C)C)cc1NC(=S)N(C)C1CCN(C)CC1,-25,7,7,8,-16,-8,-7,0,-2,0,5
CCCCCCSc1cccc(-c2nc3cc(C)ccn3c2NCc2ccccc2)c1,-97&-55,-116&-36,10,18,-11,4,10,-48,-1,-1,-16
COc1cc(S(=O)(=O)N2CCN(C(=O)c3ccco3)CC2)ccc1Cl,-25,12,14,-1,5,-3,1,20,5,2,12
Cc1c(NC(=O)Nc2ccc(F)cc2F)c(=O)n(-c2ccccc2)n1C,-5,8,9,-3,-6,2,-5,22,-14,1,5
CC(=O)C1=C(O)C(=O)N(CO)C1c1ccccc1F (configuration not stated),-5,18,4,19,-9,6,1,-10,-3,-1,4
CCOC(=O)c1c(-c2cccs2)csc1N,5,14,8,1,1,-1,-3,5,15,1,-8
CN(C)S(=O)(=O)N1CCN(CC(=O)Nc2cc(Cl)ccc2Cl)CC1,-9,-8,8,13,·,-2,12,14,3,0,-2
N#Cc1c(Oc2ccc3ccccc3c2)sc(C(=O)c2ccccc2)c1N,-35,42*,-7,8,·,-6,51*,48,22,4,-15
CCOC(=O)C1CCN(C(=O)COC(=O)CNC(=O)c2ccc(C(C)(C)C)cc2)CC1,-21,4,10,-14,-3,7,-7,-5,1,·,11
CNC(=S)N(Cc1ccco1)Cc1cc2cc(OC)c(OC)cc2[nH]c1=O,-4,16,2,-8,11,-3,0,5,5,1,-6
CC(Nc1cccc2ccccc12)C(=O)N/N=C/c1ccccn1 (configuration not stated),18,-3,-1,3,-8,-5,-2,27,25,0,-12
Cc1ncc([N+](=O)[O-])n1CC(=O)Nc1ccccc1Cl,-15,7,-1,-1,-5,13,2,17,·,·,-6
COCCNC(=O)CCn1nc(-c2ccc(C)cc2)c2ccccc2c1=O,-10,13,5,20,-4,3,-12,3,-2,0,4
O=C(Cc1ccc(Br)cc1)Nc1nc2ccccc2[nH]1,-46,-102,8,-14,-3,-2,8,-68,-13,4,1
CCOc1ccccc1C=NNC(=O)CCCCC(=O)NN=Cc1ccccc1OCC,-18,5,-3,4,-5,6,12,2,8,·,-9
Cc1[nH]nc2c(=S)[nH]c(=O)[nH]c12,-1,16,-4,-10,-8,-10,-2,-14,·,·,-4
O/N=C/c1cc(Br)ccc1OCc1ccccc1F,-52,-123,-45,-2,-6,·,6,-106,-17,-2,1
O=C(COC(=O)c1ccc2ncsc2c1)NCc1ccc(F)cc1,-41,-7,-4,-24,-5,-2,10,-19,-1,1,-13
CC(=O)c1cccc(S(=O)(=O)N2CCC(C(=O)OC3CCOC3=O)CC2)c1 (configuration not stated),-35,15,8,2,-5,-14,13,0,-7,2,2
C[C@H](CO)N1C[C@H](C)[C@@H](CN(C)Cc2ccncc2)Oc2c(NC(=O)Cc3ccccc3)cccc2C1=O,-21,4,6,11,-11,-1,8,7,2,·,3
N#CCCN(CCC#N)S(=O)(=O)c1ccc(C(=O)Nc2nc(-c3ccccc3)c(C(=O)c3ccccc3)s2)cc1,-33,4,-12,-11,-1,-1,-16,19,11,2,3
CC(Oc1ccc(Br)cc1)C(=O)Nc1ccncc1 (configuration not stated),-1,16,9,44,-4,-16,19,12,-1,-1,-33

# Further results:
SMILES,NR2E3 ag-1,HIF-2a inh,PDI turbidity,Shn3 inh set2,CaV13 FRET inh,Vif imaging,CF NFkB inh,Peg3 promoter,MITF TRPM1 inh,NR2E3 ag-2,KKLEB tox
CC(OC(=O)c1cc(Br)ccc1O)C(=O)Nc1ccc(S(=O)(=O)N2CCCC2)cc1 (configuration not stated),52,-39,-4,-10,-6,-22,50,28,15,-1,-24
CC(C)Oc1ccccc1OCCCOc1cccc2cccnc12,-5,-20,1,9,0,-7,10,4,-1,0,3
Clc1cccc(Cl)c1CNCCCSc1ncccn1,10,3,6,4,2,0,10,-10,1,0,2
COc1ccc(-c2nnc(SCC(=O)Nc3sc4c(c3C#N)CCCC4)n2-c2ccccc2)cc1,3,12,-1,-12,-9,6,63*,53*,6,3,-73*
CC(=O)Nc1ccc(N(C(=O)Cn2nnc3ccccc32)C(C(=O)NC2CCCC2)c2ccc(O)c(O)c2)cc1 (configuration not stated),14,13,11,-18,14,-5,2,7,6,4,9
Cc1ccccc1-n1c(-c2ccc(=O)[nH]n2)n[nH]c1=S,-29,8,0,-2,6,23,-2,0,8,1,1
Cc1ccc(OCC(=O)NCCCNC(=O)c2ccco2)cc1C,-14,18,-30,13,-3,-35,-9,11,10,3,9
COc1ccc(C(C(=O)NCc2ccc(F)cc2)N(Cc2cccnc2)C(=O)c2snc(C(N)=O)c2N)cc1 (configuration not stated),-6,15,3,-8,-4,9,-2,-8,2,0,4
CCN(CC(=O)NCc1cccs1)C(=O)CCOc1ccccc1,-12,15,2,-40,-6,14,7,13,5,·,-11
CC(C(=O)NCc1ccccn1)N1C(=O)c2ccccc2C1=O (configuration not stated),-9,-3,3,-30,-5,·,2,2,-8,2,4
O=C(Cc1c(F)c(F)c(F)c(F)c1F)OC12CC3CC(C1)C(=O)C(C3)C2,-11,7,-2,9,-6,-19,11,9,-3,6,-7
Cc1cc(O)c(C(C)C)cc1NC(=S)Nc1cc(C(C)C)c(O)cc1C,22,6,7,37,-21,-4,-2,39,-3,·,10
CCOC(=O)/C(C#N)=C/C1=C(N2CCCC2)CC(C)(C)OC1,-5,6,-4,-13,0,6,3,10,8,2,-23
CCN(c1ccccc1)S(=O)(=O)c1ccc(C(=O)Nc2nnc(COC)o2)cc1,20,16,-13,-1,·,9,-9,5,7,4,5
COc1cccc(Oc2c(C)oc3c(CN4CCOCC4)c(O)ccc3c2=O)c1,-16,10,-8,51,-4,-2,2,12,9,·,-1
O=C(Cn1ccnc1[N+](=O)[O-])N(CCO)CCO,-33,5,5,-27,-7,-1,-9,-2,·,·,-2
Cc1sc2nc(CN(Cc3ccccc3)C(=O)NC3CCCCC3)[nH]c(=O)c2c1C,22,-1,-5,16,-5,7,-7,11,16,7,6
CN(Cc1ccccc1)c1nc(N)c([N+](=O)[O-])c(Nc2cccc(F)c2)n1,-27,0,-2,-11,-3,-17,-3,29,0,-1,-28
O=S(=O)(c1cccc(Br)c1)N1CCN(C(=S)NCC2CCCO2)CC1 (configuration not stated),-2,0,0,-10,-7,-14,-6,10,-11,-1,-2
Cc1cccc(NC(=O)COC(=O)CNC(=O)C2CCCCC2)c1,-33,7,-12,5,-1,-1,5,3,-1,-2,-1
Cc1cc(OCCN2CCOCC2)ccc1C(C)C,-49,-83,-10,-15,-20,7,-13,-84,-41,0,0
COc1ccc(C(=O)NNC(=O)CN2CCC(n3nnc4cc(F)ccc43)CC2)cc1,11,5,-4,-1,-3,-5,12,20,4,2,-3
CCC1CN(C(=O)NCc2ccccc2)c2cc(Cl)ccc2O1 (configuration not stated),-1,12,-7,15,-20,-8,-5,2,-10,·,21
CCCn1c(C(O)c2ccc(OC)cc2)nc2ccccc21 (configuration not stated),2,-1,7,-3,1,-9,-12,3,1,0,2
Cc1ccc(S(=O)(=O)N2CCC(=O)c3ccccc32)cc1,-7,11,-2,8,-6,-5,14,11,·,·,-18

# 3 entries from above, with bars between the fields:
SMILES | NR2E3 ag-1 | HIF-2a inh | PDI turbidity | Shn3 inh set2 | CaV13 FRET inh | Vif imaging | CF NFkB inh | Peg3 promoter | MITF TRPM1 inh | NR2E3 ag-2 | KKLEB tox
CCOC(=O)C1CCN(C(=O)COC(=O)CNC(=O)c2ccc(C(C)(C)C)cc2)CC1 | -21 | 4 | 10 | -14 | -3 | 7 | -7 | -5 | 1 | · | 11
CNC(=S)N(Cc1ccco1)Cc1cc2cc(OC)c(OC)cc2[nH]c1=O | -4 | 16 | 2 | -8 | 11 | -3 | 0 | 5 | 5 | 1 | -6
CC(Nc1cccc2ccccc12)C(=O)N/N=C/c1ccccn1 (configuration not stated) | 18 | -3 | -1 | 3 | -8 | -5 | -2 | 27 | 25 | 0 | -12

# Going on with the list.
SMILES,NR2E3 ag-1,HIF-2a inh,PDI turbidity,Shn3 inh set2,CaV13 FRET inh,Vif imaging,CF NFkB inh,Peg3 promoter,MITF TRPM1 inh,NR2E3 ag-2,KKLEB tox
CCOC(=O)c1ccccc1OCc1cc(/C=N/n2cnnc2)ccc1OC,2,18,-5,4,-6,94*,6,30,2,-2,-21
Cc1ccc(NC2OC(CO)C(O)C2O)cc1[N+](=O)[O-] (configuration not stated),10,8,-7,11,-6,13,7,5,-11,-3,6
Cc1c(C=O)c(=O)n(-c2ccccc2)n1-c1ccccc1,-19,16,-1,-28,-3,-4,10,5,-7,-1,2
CCC1CCCCN1C(=O)CN1C(=O)c2ccccc2S1(=O)=O (configuration not stated),32,-10,-1,8,-7,-3,20,-8,5,0,-11
O=C(NCc1ccccn1)Nc1ccccc1,-45,-100,-5,0,3,9,-8,-67,-18,1,4
O=C(Nc1cccc(F)c1)c1cc(S(=O)(=O)N2CCOCC2)cs1,-16,-9,-3,34,-5,1,-2,8,-4,0,-3
NCCCn1c(C(=O)c2cc(Cl)c(N)c(Cl)c2)c2ccc(C(F)(F)F)cc2[n+]1[O-],-21,14,-10,-22,-5,-2,10,12,18,1,-2
COc1ccc(S(=O)(=O)c2c(N)n(Cc3ccco3)c3nc4ccccc4nc23)cc1,-2,21,-2,6,·,-4,4,17,10,3,5
COc1cccc(N2CCc3c(C)nc4ccc(Cl)cc4c32)c1,-49,22,-5,-4,-24,-6,-38,47,13,·,-31
CC(=O)Nc1cccc(NS(=O)(=O)c2ccccc2[N+](=O)[O-])c1,-19,6,0,-21,-4,5,-19,-5,3,3,4
N/C(=N\OC(=O)CC1CCCCC1)c1cccnc1,0,-61,0,-56,-7,-7,-1,-91,-16,0,5
C/C(CC(=O)Nc1ccc(F)cc1)=N\NC(=O)Cc1csc(N)n1,13,8,0,-7,-5,-13,3,-11,11,3,10
